Screening results deposited in PubChem by several laboratories.
RGS4 pot: RGS4 potentiation or activation. HEK293 M3R/inducible RGS4, carbachol calcium flux Fluo4; stronger effect = lower value. B-score at 10 µM. actives 0.92% (n = 310,000). AID 463111;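 active means B-score of the integrated calcium signal more than 4 SD below the library mean, with starting fluorescence not abnormally high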;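 further: negative B-score means reduced calcium response which marks RGS4 activation or potentiation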
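test system = M3R-expressing HEK293 line, RGS4 induced by doxycycline | probe or stimulus = carbachol at ECmax as muscarinic agonist stimulus | timing = dye loading 30 min 37 °C, buffer rest 30 min RT | signal = calcium dye Fluo4 fluorescence | evaluation = B score from integrated fluorescence ratio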
TRPC6 inh: mouse TRPC6 channel inhibition | AID 2553 | Q61143 | B-score at 10 µM | actives 1.1% (n = 310,000) | HEK293-TRPC6, membrane potential dye, ACh-evoked depolarization; stronger effect = lower value;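 active means B-score under library mean minus 3 SD, initial fluorescence not abnormally high, positive integrated signal ratio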;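 further: B-score derived from integrated fluorescence ratio over the kinetic read; more negative B-score means stronger inhibition of depolarization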
MrgX1 agonist: activates human MrgX1 receptor signaling | actives 0.44% (n = 310,000) | B-score at 10 µM | Q96LB2 | MrgX1-HEK293 cells, Fluo-4 calcium fluorescence, agonist mode; stronger effect = higher value | AID 588627;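 active means calcium response B-score plate-corrected fluorescence ratio at least 3 library SD, with starting fluorescence B-score inside 5 SD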
Target sequence (Q96LB2 whole entry, looked up): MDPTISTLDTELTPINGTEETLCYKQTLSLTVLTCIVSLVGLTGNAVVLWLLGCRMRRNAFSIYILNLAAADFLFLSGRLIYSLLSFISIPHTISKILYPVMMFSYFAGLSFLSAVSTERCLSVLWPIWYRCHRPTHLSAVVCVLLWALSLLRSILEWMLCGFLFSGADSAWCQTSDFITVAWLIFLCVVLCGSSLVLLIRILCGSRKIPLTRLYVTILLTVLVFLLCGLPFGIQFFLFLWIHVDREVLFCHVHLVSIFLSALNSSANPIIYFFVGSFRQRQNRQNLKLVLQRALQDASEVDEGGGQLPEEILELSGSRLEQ
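Material: MrgX1-expressing HEK293 cells; input: 15,000 cells per well; doses: test compound given as first of three sequential additions; schedule: overnight plating before 1 h dye loading; technique: Fluo-4 NW calcium-flux fluorescence, kinetic read; evaluation: baseline-normalised fluorescence change ratio, B-scored; control set: plate-wise positive and negative controls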
SKKanGAS inh: inhibitors of SKKanGAS S. pyogenes growth in kanamycin (SK-promoter or general growth effect). actives 1.3% (n = 300,000). BacTiter-Glo, 6 h. AID 1662. inhibition, % at 7.5 µM;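 active means mean replicate score, as percent of positive control median, at least 50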;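 further: strain carries kanamycin resistance gene driven by streptokinase promoter and grows in 40 µg/ml kanamycin; loss of luminescence reflects streptokinase promoter inhibition or plain growth inhibition; 0% = median of DMSO wells and 100% = positive control at its reference dose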
HIF act: HIF pathway transcriptional activation; activation, % at 7.5 µM (by protocol); actives 0.32% (n = 300,000); AID 1910; U2OS HRE-luciferase reporter, luminescence; normalized: DMSO 0%, desferrioxamine 100%;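 active means mean activation of at least 10% of the iron chelator positive control signal, with at least half of replicates also reaching 10%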
MrgX1 antagonist: antagonists of human MrgX1 receptor | B-score at 10 µM | MRGX1-HEK293 calcium flux, Fluo-4, BAM8-22 antagonism; stronger effect = lower value | actives 1.3% (n = 310,000) | AID 588676;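 active means calcium-response B-score plate-corrected more than 3 library SD below zero, starting fluorescence within 5 deviations, no agonist response on first addition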;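 further: peak minus trough fluorescence over baseline after final BAM8-22 challenge near maximal dose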
TRPC4 block: TRPC4 (mouse) channel inhibition; Q9QUQ5; HEK293 TRPC4beta/mu-opioid, DAMGO-evoked Fluo4 calcium flux; stronger effect = lower value; B-score at 10 µM; actives 0.39% (n = 300,000); AID 2247;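 active means B-score over 3 SD under the library average, no early fluorescence shift, positive overall ratio signal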
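Assay system – HEK293 line stably carrying TRPC4beta and mu-opioid receptor · Doses – single dose · Detection – Fluo4 calcium-dye fluorescence, kinetic read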
RGS4 inh: inhibitors of human RGS4 | HEK293 M3R/RGS4 inducible, Fluo-4 calcium flux; stronger effect = higher value; triggered by carbachol at its EC20 | actives 0.45% (n = 310,000) | P49798 | B-score at 10 µM;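 active means B-score, a plate-corrected calcium signal, over three deviations above library mean, with baseline fluorescence within five deviations of library mean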;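 further: RGS4 expression induced by doxycycline in cells with stable M3 receptor; B-score is computed from the integrated fluorescence ratio over baseline after carbachol; higher B-score means a larger calcium signal and so more RGS4 inhibition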
Target sequence (P49798 whole entry, looked up): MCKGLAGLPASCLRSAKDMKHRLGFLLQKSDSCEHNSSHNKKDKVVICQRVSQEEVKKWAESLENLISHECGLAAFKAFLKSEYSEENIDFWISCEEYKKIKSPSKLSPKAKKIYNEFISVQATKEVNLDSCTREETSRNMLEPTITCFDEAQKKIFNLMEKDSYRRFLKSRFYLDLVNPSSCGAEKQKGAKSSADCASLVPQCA
Platelet DG rel: platelet dense granule release activity; human platelet-rich plasma, SFLLRN dense granule ATP release, luminescence; inhibition, %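 (compounds screened at 7.5 µM in platelet-rich plasma)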; AID 1663; actives 0.22% (n = 300,000);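 active means mean replicate score, as percent of positive control, at or above 50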
MrgX1 PAM: allosterically activates human MrgX1 receptor signaling; Q96LB2; MrgX1-HEK293, Fluo-4 calcium flux, FDSS; stronger effect = higher value; actives 0.63% (n = 310,000); B-score at 10 µM;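 active means plate-corrected calcium response at least 3 library SD above typical, normal starting fluorescence, not activating the receptor alone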;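 further: compound read alongside a low EC10 to EC30 dose of BAM8-22 agonist; peak minus trough fluorescence over baseline measured at the second addition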
TRPC6 activator: activates the mouse TRPC6 cation channel | Q61143 | HEK293-TRPC6 membrane potential dye fluorescence; stronger effect = higher value | B-score at 10 µM | actives 0.13% (n = 310,000) | AID 2550;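 active means B-score of the integrated fluorescence ratio above library mean plus 3 SD, and starting fluorescence ratio within library mean plus 5 SD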;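 further: higher score means more depolarization so channel activation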
An asterisk follows results filed as active; i = inactive; . = not tested or not shown.

SMILES	RGS4 pot	TRPC6 inh	MrgX1 agonist	SKKanGAS inh	HIF act	MrgX1 antagonist	TRPC4 block	RGS4 inh	Platelet DG rel	MrgX1 PAM	TRPC6 activator
Cc1ccc(CN2CCN(CC(=O)N3CCc4ccccc4C3)C2=O)cc1	i	i	i	-1	-0.4	i	i	i	3	i	i
COc1ccc(C2c3[nH]c4ccccc4c3CCN2C(=O)c2ccc(=O)n(C)n2)c(F)c1 (centres undefined)	i	i	i	7	0.7	i	i	i	6	i	i
CC(C)CC(=O)Nc1ccc(C(=O)Cn2c(=O)oc3ccccc32)cc1	i	i	i	6	0.5	i	i	i	4	i	i
Cc1c(OCC(=O)NCCN2CCOCC2)ccc2c(-c3ccccc3)cc(=O)oc12	i	i	i	-4	-0.7	i	i	i	2	i	i
Cc1nc(NCC2CCCO2)c2nnn(Cc3ccccc3)c2n1 (centres undefined)	i	i	i	-2	0.1	i	.	i	0	i	i
O=C1CCN(Cc2ccccc2)CCN1[C@H](CO)c1ccccc1	i	i	i	0	-0.3	i	i	i	2	i	i
Cc1cc(C)n(-c2ccc(C(=O)OCn3nnc4ccccc4c3=O)cc2)n1	i	i	i	4	-0.7	i	i	i	1	i	i
CC1=C(C(=O)N2CCOCC2)C(c2cc(C)ccc2C)NC(=S)N1 (centres undefined)	i	i	i	1	-0.1	i	i	i	-4	i	i
Cc1cc(C)c(S(=O)(=O)N2CCCC(C(=O)NC3CCCC3)C2)c(C)c1 (centres undefined)	i	i	i	-2	0.0	i	i	i	-61	i	i
CCCCNC(=S)NNC(=O)c1cc(C2CC2)nc2ccccc12	i	i	i	6	-1.3	i	i	i	1	i	i
CCOC(=O)CSC1=Nc2ccccc2C2=NC(CC(=O)NCc3ccccc3)C(=O)N12 (centres undefined)	i	i	i	4	1.0	i	i	i	-1	i	i
COc1ccccc1NC(=O)CSc1nnc(Cn2c(=O)sc3ccccc32)n1C	i	i	i	0	0.1	i	i	i	-6	i	i
CCOc1ccc(C(=O)NC(C(=O)NCc2ccccc2OC)C(C)C)cc1 (centres undefined)	i	i	i	-2	-0.5	i	i	i	1	i	i
O=c1c([N+](=O)[O-])c[nH]c2ccccc12	i	i	i	1	-0.1	i	i	i	-5	i	i
COC(=O)CSc1nnc(CNS(=O)(=O)c2ccc(Br)cc2)n1C	i	i	i	10	0.1	i	-6*	i	5	i	i
CCNC1CCS(=O)(=O)C1 (centres undefined)	i	i	i	0	0.0	i	i	i	20	i	i
CN1C(=S)SC2CS(=O)(=O)CC21C (centres undefined)	i	i	i	-3	-0.7	i	i	i	4	i	i
COc1cc(/C=C2\SC(=Nc3ccccc3)N(Cc3ccco3)C2=O)ccc1OC(C)C(=O)O (centres undefined)	i	i	i	28	0.1	i	i	i	-3	i	i
Cc1cc(C(=O)OC(C(=O)Nc2ccc(C)c(Cl)c2)c2ccccc2)c(C)o1 (centres undefined)	i	i	i	9	0.8	i	i	i	5	i	i
O=C(CSc1n[nH]c(-c2ccncc2)n1)Nc1ccccc1Cl	i	i	i	8	0.0	i	i	i	-11	i	i
O=S(=O)(c1cccs1)N1CN(C2CCCC2)c2nc3ccccc3nc21	i	i	i	10	-0.1	i	i	i	5	i	i
Cc1ccc(CNC(=O)c2ccccc2NC(=O)CN2CCN(C)CC2)cc1	i	i	i	-4	-0.5	i	i	i	2	i	i
CCOc1ccc(-c2nnc3ccc(SC)nn23)cc1	i	i	i	-1	-0.6	i	i	i	-2	i	i
Cc1ccc(S(=O)(=O)NCCc2ccncc2)cc1C	i	i	i	-4	0.2	i	i	i	-1	i	i
CNc1ccc(Oc2c(F)c(F)nc(F)c2F)cc1	i	i	i	10	-1.4	i	i	i	3	i	i
COC(=O)c1c(-c2ccc(C)cc2)csc1N	i	i	i	0	-0.4	i	i	i	5	i	i
CC(=O)N1CCN(S(=O)(=O)c2ccc(C)c([N+](=O)[O-])c2)C1C(C)C (centres undefined)	i	i	i	-1	-0.1	i	i	i	0	i	i
CC(C)(C)C(=O)Nc1nnc(SCC(=O)NC2CCCC2)s1	i	i	i	-5	-12	i	i	i	-6	i	i
COc1ccc2c(c1)CCc1sc(NC(=O)c3ccc(C)cc3)nc1-2	i	i	i	24	0.3	i	i	i	6	i	i
C=CCNC(=O)C(=O)Nc1ccc2c(c1)N(S(=O)(=O)c1cccs1)CCC2	i	i	i	10	2.1	i	i	i	-1	i	i
CCOC(=O)c1c(S(=O)(=O)NCC(=O)Nc2ccc(F)cc2F)c(C)n(C)c1C	i	i	i	-3	-0.2	i	i	i	3	i	i
CCCC1CCC(=NNC(=S)NCCc2ccccc2)CC1 (centres undefined)	i	i	i	6	-4.0	i	i	i	9	i	i
N#C/C(=C\c1cn[nH]c1-c1ccccc1Br)C(=O)O	i	i	i	2	0.1	i	i	i	-2	i	i
COc1cccc(COC(=O)C2CCN(C(=O)c3ccccc3C)CC2)c1OC	i	i	i	-10	-0.6	i	i	i	-8	i	i
COC(=O)C1(Cc2cc(-c3cccnc3)no2)CCN(C(=O)OC(C)(C)C)CC1	i	i	i	3	-0.4	i	i	i	5	i	i
Cc1ccc(-n2c(SCC(=O)O)nc3sc4c(c3c2=O)CCCC4)cc1	i	i	i	7	-1.0	i	i	i	-19	i	i
CCOC(=O)N1CCN(C(=O)c2cccc(OC)c2OC)CC1	i	i	i	7	-0.2	i	i	i	-2	i	i
CCC(C)(C)n1nnnc1C(c1ccccn1)N1CCCCC1 (centres undefined)	i	i	i	-14	-0.1	i	i	i	-6	i	i
Cc1onc(-c2ccccc2)c1C(=O)Nc1ccc(Cl)cn1	i	i	i	-3	-0.7	i	i	i	-6	i	i
CCCNC(=O)c1ccc(N2CCC3(CC2)CC(c2cccc(Br)c2)=NO3)c(NC(=O)c2ccco2)c1	i	i	i	40	-1.1	i	i	i	6	i	i
CCOC(=O)CC1C(=O)NCCN1S(=O)(=O)c1ccc(Cl)c(Cl)c1 (centres undefined)	i	i	i	1	-0.2	i	i	i	-8	i	i
CCc1cccc(NS(=O)(=O)c2ccc3c(c2)oc(=O)n3C)c1	i	i	i	-1	0.1	i	i	i	1	i	i
O=C(OCC(=O)N1CCOCC1)c1ccc(O)cc1	i	i	i	-8	1.0	i	i	i	-1	i	i
CSc1nc(C)cc(SCCO)n1	i	i	i	-5	0.6	i	i	i	-22	i	i
CP(C)(=O)CCP(=O)(c1ccccc1)c1ccccc1	i	i	i	3	-2.8	i	i	i	5	i	i

In a second layout: results already given.
structure | RGS4 pot | TRPC6 inh | MrgX1 agonist | SKKanGAS inh | HIF act | MrgX1 antagonist | TRPC4 block | RGS4 inh | Platelet DG rel | MrgX1 PAM | TRPC6 activator
COC(=O)C1(Cc2cc(-c3cccnc3)no2)CCN(C(=O)OC(C)(C)C)CC1 | i | i | i | 3 | -0.4 | i | i | i | 5 | i | i
Cc1ccc(-n2c(SCC(=O)O)nc3sc4c(c3c2=O)CCCC4)cc1 | i | i | i | 7 | -1.0 | i | i | i | -19 | i | i
CCOC(=O)N1CCN(C(=O)c2cccc(OC)c2OC)CC1 | i | i | i | 7 | -0.2 | i | i | i | -2 | i | i

Carrying on.
SMILES	RGS4 pot	TRPC6 inh	MrgX1 agonist	SKKanGAS inh	HIF act	MrgX1 antagonist	TRPC4 block	RGS4 inh	Platelet DG rel	MrgX1 PAM	TRPC6 activator
CCOC(=O)N1CCN(C(=O)CCn2nc(-c3ccccc3)ccc2=O)CC1	i	i	i	0	-0.5	i	i	i	-5	i	i
S=c1[nH]nc(-c2cccnc2)n1-c1ccc2c(c1)OCCO2	i	i	i	-7	2.0	i	i	i	-2	i	i
O=C(CC1CCCCC1)N1CCCC(c2nc(-c3ccc(S(=O)(=O)N4CCCC4)cc3)no2)C1 (centres undefined)	i	i	i	6	-0.9	i	i	i	-7	i	i
CCc1ccc(-n2nnnc2SCC(=O)Nc2ccc(NC(C)=O)cc2)cc1	i	i	i	3	-29	i	i	i	0	i	i
CCN(CCNC(=O)c1ccc(C#N)cc1)c1cccc(C)c1	i	i	i	3	-13	i	i	i	-6	i	i
Cc1ccc(C(=O)CSc2nccn2-c2ccccc2)cc1	i	i	i	0	2.1	i	i	i	2	i	i
CCOC(=O)c1c(NC(=O)C2CCCO2)sc(C)c1C (centres undefined)	i	i	i	-5	-0.2	i	i	i	-2	i	i
Cc1ccc(S(=O)(=O)/N=C(\CN2CCCCC2)N2CCOCC2)cc1	i	i	i	-6	-0.3	i	i	i	-15	i	i
COc1cc2nc(CN3C(=O)c4ccccc4C3=O)oc(=O)c2cc1OC	i	i	i	-6	-0.2	i	i	i	1	i	i
Cc1ccc2nc(SCC(=O)Nc3ccc(C)c([N+](=O)[O-])c3)[nH]c2c1	i	i	i	1	-0.3	i	i	i	0	i	i
COc1ccc(CCNC(=O)CSc2ccsc2[N+](=O)[O-])cc1OC	i	i	i	2	0.8	i	i	i	-8	i	i
Cc1ccc(C(OC(=O)c2ccco2)C(=O)NCc2cccs2)cc1 (centres undefined)	i	i	i	2	-0.8	i	i	i	-2	i	i
O=C(c1ccc(NS(=O)(=O)c2ccc3c(c2)OCCO3)cc1)N1CCCCC1	i	i	i	-5	-0.8	i	i	i	-2	i	i
O=C(Cc1cccc2ccccc12)NNC(=O)Nc1cccc(Cl)c1	i	i	i	9	-0.4	i	i	i	0	i	i
Cc1cc(NC(=O)CN2C(=O)/C(=C/c3cccc(Br)c3)SC2=S)no1	i	i	i	17	0.2	i	i	i	-4	i	i
CC(C)CN(C(=O)COC(=O)CCc1c[nH]c2ccccc12)C1CCS(=O)(=O)C1 (centres undefined)	i	i	i	-1	-12	i	i	i	0	i	i
CCCCC(c1nnnn1CC1CCCO1)N1CCN(Cc2ccccc2)CC1 (centres undefined)	i	i	i	3	-38	i	-6*	i	-10	i	i
CCC(C)NC(=O)CC(NS(=O)(=O)c1ccc(NC(C)=O)cc1)C(C)C (centres undefined)	i	i	i	-1	-0.1	i	i	i	3	i	i
